Screening data as filed in PubChem BioAssay.
RNase H inhibition: RNase H inhibition, HIV 1 Gag Pol polyprotein, FRET biochemical assay, screening (AID 372). HIV-1 RT RNase H, FRET RNA/DNA substrate fluorescence; higher % means a stronger effect. inhibition, % at 10 µM; hits with a dose series show IC50 in µM. 0.77% of 100,000 active; in the data active means inhibition above about 50%
The depositor's hits bear a star. The list is partial. The share of hits here may be higher or lower than overall.

cpd	Molecule	RNase H inhibition
1	COc1ccc([N+](=O)[O-])cc1-c1ccc(/C=C(\C#N)C(=O)NC2CCCCC2)o1	10.0%
2	O=C(Nc1ccccc1C(=O)Nc1ccc(Cl)cc1)c1ccccn1	34.0%
3	CCNC(=S)N(Cc1ccccc1)Cc1ccccc1Cl	0.0%
4	O=C(Nc1cc(Cl)ccc1O)c1cc2nc(-c3ccccc3)cc(C(F)(F)F)n2n1	0.0%
5	O=C(N/N=C/C=C/c1ccccc1)c1cccnc1	40.0%
6	COc1ccc(Br)cc1/C=C/C(=O)Nc1nc2ccc(C)cc2s1	47.0%
7	O=C1NC(=Nc2ccc(Cl)c(Cl)c2)S/C1=C/c1ccccc1O	29.0%
8	COc1ccc(C2C(C#N)=C(N)OC3=C2C(=O)CC(C)(C)C3)cc1OC (stereo not given)	4.0%
9	CCCCCOC(=O)c1ccc2c(c1)C(=O)N(c1cccc([N+](=O)[O-])c1)C2=O	0.0%
10	Clc1ccc(COc2ccc(/C=N/Nc3nc(Nc4ccccc4)nc(N4CCOCC4)n3)cc2)c(Cl)c1	11.0%
11	CC1=C(C(=O)Nc2cc(C)ccn2)C(c2cccnc2)C2=C(CCCC2=O)N1 (stereo not given)	10.0%
12	CCOc1cc(/C=N/NC(=O)C(=O)N/N=C/c2cc(I)c(O)c(OCC)c2)cc(I)c1O	2.0%
13	O=C(NC12CC3CC(CC(C3)C1)C2)c1cccnc1	4.0%
14	COc1ccc(OCC(=O)Nc2ccc(I)cc2Cl)cc1	11.0%
15	CCOC(=O)C1=C(C)N=c2s/c(=C\c3cccc([N+](=O)[O-])c3)c(=O)n2C1c1ccccc1F (stereo not given)	16.0%
16	COc1ccc(-c2cc(C(=O)N/N=C/c3ccccc3O)[nH]n2)cc1	0.0%
17	Cc1ccc2c(c1Br)C1(C(=O)N2)C(C#N)=C(N)OC2=C1C(=O)CC(C)(C)C2 (stereo not given)	11.0%
18	Cn1c(=O)c(C(=O)NCc2ccccn2)c(O)c2ccccc21	0.0%
19	Cc1nc(Nc2ccc(O)cc2)nc(Nc2ccc(O)cc2)c1[N+](=O)[O-]	15.0%
20	O=C(CCCOc1ccccc1)NCCc1ccccc1	2.0%
21	COc1cccc(C(=O)Nc2ccc3nn(-c4ccc(Cl)cc4)nc3c2)c1	35.0%
22	Cc1ccc(NC(=S)NC(=O)C(=O)Nc2ccccc2)cc1	14.0%
23	O=C1NC(=O)N(c2ccccc2Cl)C(=O)/C1=C\C=C\c1ccco1	0.0%
24	CC(C)c1ccc(NC(=O)C(=O)NCc2cccs2)cc1	10.0%
25	Cc1cccc(C(=O)Oc2ccc3c(C)cc(=O)oc3c2)c1	29.0%
26	O=C1NN(c2ccccc2)C(=O)/C1=C\c1cccc([N+](=O)[O-])c1	6.0%
27	COC(=O)c1ccc(CN(c2cccc(Cl)c2)S(=O)(=O)c2ccc(C)cc2)cc1	17.0%
28	COc1ccc(OCC(=O)NC2CCCCCCC2)cc1	10.0%
29	CC(=O)c1c(C)nc2ccc(OC(F)(F)F)cc2c1-c1ccccc1	18.0%
30	CC1=C(C(=O)OC(C)C)C(c2ccccc2)N2C(=O)CCSC2=N1 (stereo not given)	0.0%
31	O=S(=O)(Nc1ccc(OCc2ccccc2)cc1)c1cccs1	4.0%
32	Cc1ccc(C(=O)Nc2ccc(NC(=O)C(F)(F)F)cc2)cc1	21.0%
33	Cc1ccc(S(=O)(=O)/N=C/c2ccc(N(C)C)cc2)cc1	1.0%
34	COc1ccc(/C=C2/SC(=S)N(Cc3ccco3)C2=O)c(OC)c1	43.0%
35	CCC1=NN2C(=N)/C(=C\c3ccc(OC)c(OC)c3OC)C(=O)N=C2S1	10.0%
36	COc1cc(OC)cc(C(=O)O/N=C(\c2ccncc2)c2ccc([N+](=O)[O-])cc2)c1	5.0%
37	COc1ccc(C(NC(=O)c2ccco2)c2ccc(OC)cc2)cc1	0.0%
38	O=[N+]([O-])c1ccc(N2CCN(Cc3ccccc3)CC2)c(S(=O)(=O)N2CCOCC2)c1	13.0%
39	CCCCN(CCCC)S(=O)(=O)c1ccccc1[N+](=O)[O-]	16.0%
40	COc1ccc2c(c1OC)C(=O)N(c1ccc(I)cc1)C2=O	0.0%
41	Cc1nn(CC(=O)Nc2c(Cl)cccc2Cl)c(=O)c2ccccc12	9.0%
42	COc1ccccc1OCCSc1nc2ccccc2s1	8.0%
43	CC(=O)N/N=C/c1cc(Br)ccc1OCc1ccccc1	12.0%
44	O=C(CN(c1cccc([N+](=O)[O-])c1)S(=O)(=O)c1ccccc1)N1CCc2ccccc2C1	8.0%
45	O=[N+]([O-])c1ccccc1C=NN1CCN(C2c3ccccc3-c3ccccc32)CC1	16.0%
46	COc1ccccc1/C=N/N(c1ccccc1)c1ccccc1	8.0%
47	N/C(=N/c1nc2ccccc2o1)NC(=O)c1ccccc1[N+](=O)[O-]	0.0%
48	NC(=O)c1ccccc1NC(=O)c1cc2ccccc2oc1=O	5.0%
49	CC(C)(C)NC(=O)CSc1nc(O)cc(=O)n1-c1ccccc1	0.0%
50	O=C(Nc1ccccc1C(F)(F)F)c1ccc(-c2ccc(Cl)cc2Cl)o1	11.0%

Additional compounds follow.
cpd	Molecule	RNase H inhibition
51	O=C(Nc1cc([N+](=O)[O-])ccc1Cl)c1cccc([N+](=O)[O-])c1	0.0%
52	CCOC(=O)NC(Nc1cccc(F)c1)(C(F)(F)F)C(F)(F)F	7.0%
53	CCC(C(=O)Nc1cc(OC)ccc1OC)c1ccccc1 (stereo not given)	26.0%
54	CN(C)c1ccc(C2/C(=C(/O)c3ccccc3)C(=O)C(=O)N2Cc2ccccc2)cc1 (stereo not given)	19.0%
55	Cc1ccc(NC(=O)CN(c2ccc(Cl)cc2C)S(C)(=O)=O)cc1	16.0%
56	COc1ccc(NC(=O)C(=O)N/N=C/c2ccc(Br)cc2)cc1	4.0%
57	Cc1ccc(C)n1-c1ccc(C(=O)OCC(=O)c2ccc(Cl)cc2)cc1	19.0%
58	CCOc1ccc(-c2nc(-c3ccc(F)cc3)no2)cc1	2.0%
59	Cc1ccc(C(C)C)c(OCC(=O)NNC(=O)COc2ccc(Cl)c(C)c2)c1	13.0%
60	COc1cc(C2NC(=S)NC(C)=C2C(=O)Nc2ccccc2Cl)cc(OC)c1OC (stereo not given)	0.0%

Grouped by structure: the entries above containing a CF3 group (five)
cpd	Molecule	RNase H inhibition
4	O=C(Nc1cc(Cl)ccc1O)c1cc2nc(-c3ccccc3)cc(C(F)(F)F)n2n1	0.0%
29	CC(=O)c1c(C)nc2ccc(OC(F)(F)F)cc2c1-c1ccccc1	18.0%
32	Cc1ccc(C(=O)Nc2ccc(NC(=O)C(F)(F)F)cc2)cc1	21.0%
50	O=C(Nc1ccccc1C(F)(F)F)c1ccc(-c2ccc(Cl)cc2Cl)o1	11.0%
52	CCOC(=O)NC(Nc1cccc(F)c1)(C(F)(F)F)C(F)(F)F	7.0%

Remaining list, next part
cpd	Molecule	RNase H inhibition
61	Cc1ccccc1-c1cc(C(=O)N2CCCCCC2)c2ccccc2n1	5.0%
62	CCCCC1CCC(C(=O)NNC(N)=O)CC1 (stereo not given)	2.0%
63	CCC1CCCCN1C(=O)CCN1C(=O)/C(=C/c2ccc3c(c2)OCO3)SC1=S (stereo not given)	14.0%
64	Cc1ccc(C)n1-c1cccc2cccnc12	67.0%*
65	O=[N+]([O-])c1ccc(C=Nc2ccc(Br)c(Cl)c2)s1	32.0%
66	COc1ccc(/C=C2/C(=O)NC(=O)N(c3ccccc3OC)C2=O)cc1OC	6.0%
67	COc1cc(C2C3=C(CC(C)(C)CC3=O)OC3=C2C(=O)CC(C)(C)C3)cc([N+](=O)[O-])c1O	8.0%
68	O=C(O)c1cccc(N2C(=O)c3ccc(OCCOc4ccc5c(c4)C(=O)N(c4cccc(C(=O)O)c4)C5=O)cc3C2=O)c1	0.0%
69	c1ccc2[nH]c(CCc3nc4ccccc4[nH]3)nc2c1	1.0%
70	Cc1ccc(N(CC(=O)Nc2cc(Cl)ccc2C)S(C)(=O)=O)cc1	13.0%
71	CN(c1ccccc1)c1ccc(/C=C2/C(=O)ON=C2c2ccc([N+](=O)[O-])cc2)cc1	30.0%
72	COc1ccc(C(O)C(C)c2nc3ccccc3n2C)cc1 (stereo not given)	10.0%
73	O=C(NC(=O)c1ccc2ccccc2c1)Nc1ccccc1Br	10.0%
74	Cc1ccc(S(=O)(=O)N(Cc2ccccc2)c2ccccc2C(=O)NCc2ccco2)cc1	13.0%
75	COc1ccccc1/C=N/NC(=O)CSc1nnc(-c2ccccc2)n1-c1ccccc1	14.0%
76	CCOc1ccc(S(=O)(=O)Nc2cccnc2)c2ccccc12	1.0%
77	CCN(CC)CCCOc1ccccc1Br	0.0%
78	Brc1ccc(CN2CCC(Cc3ccccc3)CC2)s1	4.0%
79	CCOC(=O)c1cnc2cc(-c3ccco3)[nH]n2c1=O	0.0%
80	Cc1cc2oc(=O)cc(C)c2cc1[N+](=O)[O-]	19.0%

Pulled one by one from above:
cpd	Molecule	RNase H inhibition
71	CN(c1ccccc1)c1ccc(/C=C2/C(=O)ON=C2c2ccc([N+](=O)[O-])cc2)cc1	30.0%
51	O=C(Nc1cc([N+](=O)[O-])ccc1Cl)c1cccc([N+](=O)[O-])c1	0.0%
24	CC(C)c1ccc(NC(=O)C(=O)NCc2cccs2)cc1	10.0%

Other results:
cpd	Molecule	RNase H inhibition
81	O=C(c1ccc([N+](=O)[O-])cc1)N1CCN(Cc2ccccc2C(F)(F)F)CC1	5.0%
82	Cc1ccc(C(=O)NCCCNc2ccc([N+](=O)[O-])cc2)cc1	7.0%
83	Cc1ccc(N=Cc2c(O)c([N+](=O)[O-])cc3oc4c(c23)CCCC4)cc1C	3.0%
84	CCc1ccccc1NC(=O)c1cc2ccccc2oc1=O	0.0%
85	CCN(CC)c1ccc(NS(=O)(=O)c2ccc(Cl)cc2)cc1	28.0%
86	CCc1ccc(-c2nc3cc(NC(=S)NC(=O)c4ccc(C)cc4)ccc3o2)cc1	46.0%
87	O=C(O)c1ccc(/C=N/Nc2nnc3c(n2)[nH]c2ccccc23)cc1	3.0%
88	CCc1ccccc1NC(=O)C1CCCCC1C(=O)O (stereo not given)	35.0%
89	Cc1ccc(-c2[nH]n3c(=O)cc(-c4ccc([N+](=O)[O-])cc4)nc3c2C)cc1	3.0%
90	COc1ccc([N+](=O)[O-])cc1N1C(=O)C=CC1=O	4.0%
91	Oc1ccccc1-c1cc(-c2ccccc2)no1	16.0%
92	COc1ccccc1/C=N/NC(=O)COc1ccc(OCc2ccccc2)cc1	23.0%
93	CCc1nnc(NC(=O)c2ccccc2Cl)s1	6.0%
94	Cc1cc([N+](=O)[O-])cc2c1N(C)C(=O)/C2=C1\SC(=Nc2ccccc2)N(c2ccccc2)C1=O	0.0%
95	O=C(Nc1ccc(NC(=O)c2ccc(-c3ccc(Cl)cc3Cl)o2)cc1)c1ccco1	0.0%
96	CCN1C(=O)/C(=C\c2cc(Cl)ccc2OCc2cccc(C)c2)SC1=S	5.0%
97	COc1ccc(Br)cc1/C=C/C(=O)Nc1ccc(NC(=O)c2cccs2)cc1	37.0%
98	O=C(NC(=S)N1CCN(c2ccc([N+](=O)[O-])c(NCc3ccco3)c2)CC1)c1cccs1	15.0%
99	CC(C)(C)NC(=O)C(=O)NN=C1CCCCC1	15.0%
100	COc1cc(CN2CCCCC2CO)ccc1OCc1ccccc1 (stereo not given)	4.0%
101	Cc1ccc(OCC(=O)Nc2nc(-c3ccccc3)cs2)c(Br)c1	9.0%
102	CSc1ccc(CN2CCC(O)(c3ccc(Br)cc3)CC2)cc1	11.0%
103	COc1ccc(C2CC(=O)C3=C(C2)Nc2ccccc2NC3c2cccc(Cl)c2)cc1 (stereo not given)	24.0%
104	O=S(=O)(Nc1ccc(S(=O)(=O)N2CCOCC2)cc1)c1ccccc1	6.0%
105	Cc1ccc(NC(=O)/C(=C\c2ccco2)NC(=O)c2cccc(Br)c2)cc1	14.0%
106	O=C(N/N=C/c1ccc(-c2cccc(C(F)(F)F)c2)o1)C1COc2ccccc2O1 (stereo not given)	16.0%
107	CCOc1ccc(/C=C2\C(=O)NC(=S)N(c3ccccc3F)C2=O)c(OCC)c1	6.0%
108	O=C(Nc1ccc(N2CCOCC2)cc1)C(c1ccccc1)c1ccccc1	7.0%
109	CCOc1ccc(N(CC(=O)Nc2c(C)cccc2C)S(=O)(=O)c2ccc(SC)cc2)cc1	12.0%
110	COc1ccc(CCNS(=O)(=O)c2cccc([N+](=O)[O-])c2)cc1	0.0%
111	Cc1onc(-c2ccccc2Cl)c1C(=O)N1CCCC1	6.0%
112	COc1ccc(C2C3=C(CC(C)(C)CC3=O)Nc3ccccc3N2C(=O)c2ccccc2)cc1 (stereo not given)	19.0%
113	O=C1OC(c2ccccc2)=N/C1=C\c1ccc(-c2ccc([N+](=O)[O-])cc2Br)o1	2.0%
114	O=C(NCC1CCCO1)c1sc2ccccc2c1Cl (stereo not given)	11.0%
115	CCCCS(=O)CC(O)COC(C)C (stereo not given)	8.0%
116	COc1ccc(Br)cc1S(=O)(=O)Oc1cccc2cccnc12	47.0%
117	O=C(COc1ccc(Br)cc1Cl)Nc1ccc(Cl)c([N+](=O)[O-])c1	7.0%
118	O=C(O)c1cccc([N+](=O)[O-])c1C(=O)Nc1cccc(Cl)c1	7.0%
119	Cc1cccc(OCC(=O)NNC(=O)c2ccccc2C)c1	0.0%
120	O=c1oc2cc(O)c(Cl)cc2c2c1CCCC2	0.0%

Values in list order from the list.
Nos. 111 to 120 in RNase H inhibition: 6.0%, 19.0%, 2.0%, 11.0%, 8.0%, 47.0%, 7.0%, 7.0%, 0.0%, 0.0%

The listing continues:
cpd	Molecule	RNase H inhibition
121	COc1cc(/C=N/NC(=O)COc2ccc(C(C)(C)CC(C)(C)C)cc2[N+](=O)[O-])ccc1OC(=O)c1ccc([N+](=O)[O-])cc1	28.0%
122	CSCCOC(=O)C1=C(C)NC(=O)NC1c1ccccc1F (stereo not given)	12.0%
123	CC(C)(C)c1ccc(C2=N/C(=C\c3ccc(Br)cc3)C(=O)N2Nc2ccccc2)cc1	14.0%
124	COc1ccc(-c2n[nH]c(=S)n2N=Cc2cc(Br)ccc2F)cc1	0.0%
125	Cc1c(Cc2ccccc2)c(N2CCN(Cc3ccccc3)CC2)n2c(nc3ccccc32)c1C#N	18.0%
